# EBV gp42 inh: blocks Epstein-Barr virus glycoprotein 42 binding; Q1HVG2; Fluorescence polarization binding assay, mP read-out; inhibition, % (tested at 21.74 µM); 220,000 compounds, 0.42% hits; AID 1085; in the data active = inhibition above about 50%
# Target sequence (Q1HVG2 whole entry, looked up): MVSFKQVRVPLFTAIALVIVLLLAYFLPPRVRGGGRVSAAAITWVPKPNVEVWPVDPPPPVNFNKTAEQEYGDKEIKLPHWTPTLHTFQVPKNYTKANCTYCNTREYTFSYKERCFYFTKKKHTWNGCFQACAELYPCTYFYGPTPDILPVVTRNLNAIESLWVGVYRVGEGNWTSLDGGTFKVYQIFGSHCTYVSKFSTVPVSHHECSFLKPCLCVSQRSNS
# Rad51 HR inh: blocks human Rad51 in homologous recombination; Q06609; hRad51 DNA strand exchange, fluorescence dequenching; inhibition, % at 10 µM; 200,000 compounds, 0.085% hits; AID 1385;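 active = inhibition above 40% at the single screening dose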;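 also: 0% = DMSO control wells and 100% = blanks with heterologous ssDNA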
# Target sequence (Q06609 whole entry, looked up): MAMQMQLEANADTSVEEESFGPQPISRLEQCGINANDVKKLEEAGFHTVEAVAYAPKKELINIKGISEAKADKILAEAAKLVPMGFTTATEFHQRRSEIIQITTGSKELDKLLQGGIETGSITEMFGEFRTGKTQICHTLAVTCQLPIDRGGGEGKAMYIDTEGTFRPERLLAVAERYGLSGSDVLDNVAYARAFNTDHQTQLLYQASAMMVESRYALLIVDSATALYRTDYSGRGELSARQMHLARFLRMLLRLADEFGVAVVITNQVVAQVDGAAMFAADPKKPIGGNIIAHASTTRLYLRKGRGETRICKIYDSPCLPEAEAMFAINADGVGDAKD
#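 Material: hRad51 filaments on single-stranded DNA; Reagent: Donor/quencher-labelled 47-bp dsDNA substrate; Compound: 10 µM final, single point; Schedule: 37 °C 15-min filament assembly, 30-min compound preincubation, 15-min exchange; Technique: FRET fluorescence, excitation 485 nm, emission 520 nm; Benchmarks: control wells and blank wells on each plate.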
# 14-3-3 Bad PPI: disrupts binding of bovine 14-3-3 zeta to phospho-Bad peptide. P63103. TR-FRET 14-3-3zeta/Dy647-pBad peptide displacement, 1 h. inhibition, % at 21.7 µM. 220,000 compounds, 0.71% hits;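 active = inhibition above about 70%, limit read from the data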;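 also: 0% = full 14-3-3 plus peptide FRET controls and 100% = background without 14-3-3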
# Thrombin inh: thrombin (human) inhibition; P00734; 220,000 compounds, 0.26% hits; alpha-thrombin, Boc-VPR-AMC fluorogenic substrate cleavage; AID 1046; inhibition, % at 5 µM;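 active = inhibition at or above 40%; inactive = inhibition below 40%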;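 also: 0% = enzyme with no compound and 100% = wells without enzyme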
#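 Test system: human alpha-thrombin protein / Dosing: one concentration per compound, 5 µM, with 0.2% DMSO / Medium: pH 7.5 Tris-saline with Tween 20 / Benchmarks: no-compound enzyme wells and no-enzyme blanks / Read-out basis: percent inhibition of thrombin substrate cleavage / Timing: reaction at room temperature / Measured by: fluorescence, ex 355 nm, em 460 nm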
# eIF4E 4G PPI: inhibitors of eIF4E and eIF4G interaction in translation initiation | inhibition, % at 21.7 µM | TR-FRET eIF4E-eIF4GI(517-606) binding, 2 h | P63073+Q04637 | 220,000 compounds, 0.37% hits;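 also: 0% = full FRET control wells and 100% = background wells lacking eIF4GI fragment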
# hK5 inh: kallikrein 5 (human) inhibition | Q9Y337 | 210,000 compounds, 0.59% hits | recombinant hK5, fluorogenic AMC substrate cleavage | inhibition, % at 5 µM | AID 873;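 active = inhibition of 40% or more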;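 also: 0% = enzyme controls without compound and 100% = no-enzyme blanks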
# KCC2 mod: modulators of human KCC2 chloride dependent transport | Q9H2X9 | KCC2 cells, thallium flux FluoZin-2 fluorescence | B-score of Tl+ flux slope (higher = more flux/activation; lower = inhibition) at 10 µM | 190,000 compounds, 2.2% hits | AID 1456;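 active = thallium flux slope and its plate-corrected score both differing from the plate sample mean at a set confidence after two filtering rounds, in either direction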;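 also: slope of fluorescence scaled to starting intensity during 10 to 20 s after thallium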
# Furin inh: human furin inhibition; AID 463115; inhibition, % at 30 µM; 220,000 compounds, 0.061% hits; P09958; purified furin, fluorogenic substrate cleavage; in the data active = inhibition above about 25%; also: inactives centre near -15
# p47phox inh: blocks human p47phox regulatory protein of NADPH oxidases; P14598; p47phox/p22phox peptide binding, fluorescence polarization, 2 h; inhibition, % at 24.7 µM; 220,000 compounds, 0.53% hits; AID 1274;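 also: 0% = p47phox with labelled peptide and 100% = labelled peptide alone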
# Target sequence (P14598 whole entry, looked up): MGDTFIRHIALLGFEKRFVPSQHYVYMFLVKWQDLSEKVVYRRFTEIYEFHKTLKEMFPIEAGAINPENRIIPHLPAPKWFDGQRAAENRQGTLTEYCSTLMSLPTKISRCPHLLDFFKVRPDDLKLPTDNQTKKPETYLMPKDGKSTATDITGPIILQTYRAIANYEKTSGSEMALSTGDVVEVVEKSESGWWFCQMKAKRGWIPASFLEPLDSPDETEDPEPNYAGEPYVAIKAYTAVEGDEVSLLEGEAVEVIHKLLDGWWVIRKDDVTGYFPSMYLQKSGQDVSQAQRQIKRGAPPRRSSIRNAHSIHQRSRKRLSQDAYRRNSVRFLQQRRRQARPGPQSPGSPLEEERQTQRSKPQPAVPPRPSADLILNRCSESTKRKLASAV
# An asterisk follows results filed as active; i = inactive; . = not tested or not shown; + = active, no number; [ ] = another dose, or the depositor's remark.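 The calls were made as follows, unless noted: active = inhibition above about 30% (limit read from the data); inactive = the rest.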
item	compound	Rad51 HR inh	eIF4E 4G PPI	hK5 inh	EBV gp42 inh	Furin inh	KCC2 mod	14-3-3 Bad PPI	p47phox inh	Thrombin inh
1	C=C(C)CN(CC)C(=O)CSc1nc(O)cc(=O)n1C1CCCC1	15.1	-3.6	-3.0	-4.6	-27.6	0.804	-11.8	-3.7	-5.5
2	Clc1ccccc1-c1nn2c(Cn3cnc4ccccc43)nnc2s1	.	23.9	-17.4	-20.0	-10.0	-0.314	6.5	-2.4	-5.0
3	COc1cccc(-c2nc(N3CCCC3)c3ccccc3n2)c1O	24.9	-2.1	-1.3	-1.9	7.4	.	-2.0	5.0	-2.8
4	Cc1ccc(Cl)cc1N1CCN(C(=O)Cc2csc(Nc3nc(=S)[nH]c4ccccc34)n2)CC1	-73.8	0.3	-71.8	-49.9	-27.9	18.8*	-12.0	-22.1	10.8
5	CCN(CC)c1ccc(/C=C(\C#N)C(=O)c2ccc(Br)cc2)cc1	i	16.0	-15.6	+	-11.1	i	-7.1	-258.1	-2.4
6	O=C(Nc1ccc(Cl)cc1)N1CCC(c2nc(-c3cccs3)no2)CC1	-2.8	-9.8	-10.4	-1.5	-12.0	.	10.1	5.1	-10.2
7	CN(C(=O)Cn1cc(C(F)(F)F)ccc1=O)c1c(N)n(Cc2ccccc2)c(=O)[nH]c1=O	-1.6	1.2	3.9	-9.7	-26.9	0.0879	0.3	-6.1	-4.3
8	Cc1cc(C(=O)CC#N)c(C)n1CC(F)(F)F	-6.3	-0.9	-0.1	-8.7	-20.6	0.462	3.7	-11.7	1.5
9	CC1CN(C(=O)N2c3ccccc3Sc3ccccc32)CC(C)O1 (stereo unspecified)	23.6	-3.7	-1.8	4.4	-4.2	-0.546	3.2	-5.7	0.1
10	O=C(NCc1ccco1)c1c(F)c(F)c(F)c(C(=O)NCc2ccco2)c1F	12.8	0.4	-4.4	7.5	-20.0	-0.0185	-1.5	-4.8	0.3
11	Cc1nn(CC#N)c(=O)n1-c1ccc(Cl)cc1	10.2	-2.9	0.4	-0.5	-34.3	-0.127	-12.4	-2.5	1.7
12	CCOC(=O)C1CCCN(C2CC(=O)N(c3cccc(C(F)(F)F)c3)C2=O)C1 (stereo unspecified)	-29.0	5.4	2.4	-25.5	-4.4[20 µM]	1.3	68.7	-9.5	0.4
13	Cc1ccc(S(=O)(=O)N2CCN(S(=O)(=O)N3CCCCCC3)CC2)cc1	-6.7	1.2	.	-10.5	-12.0	0.108	-8.6	4.0	-0.1
14	N#CCC(=O)Nc1ccc(C(=O)Nc2cccc(S(N)(=O)=O)c2)cc1	.	-3.3	-1.8	-3.5	-19.2	1.01	-8.7	-19.3	-10.3
15	CCSc1ccccc1C(=O)Nc1cc(C)on1	2.5	-2.1[fluorescence artefact?]	2.1	-3.8	-7.3[20 µM]	-1.44	-3.6	-5.0	-2.1
16	COc1ccc(C(=O)N/N=C/C(Br)=C/c2ccccc2)cc1	-9.6	2.9	7.1	-3.2	-5.9	0.0086	2.3	-5.5	-2.1
17	COc1ccc(NC(=O)CSc2nnc(-c3ccncc3)n2C)cc1	2.7	0.6	-5.8	5.1	-9.5	0.498	-8.1	3.9	-12.3
18	O=C(c1ccc(S(=O)(=O)N2CCCC2)cc1)N(Cc1ccco1)C1CCS(=O)(=O)C1 (stereo unspecified)	4.4	-10.3	5.5	-11.4	-25.2	0.689	-2.9	-9.7	1.8
19	Cc1ccc(-c2nc(NC(=O)CSc3nnc(C)s3)ns2)cc1	-3.0	-1.7	-2.3	2.9	-34.2	-1.04	-3.3	-8.2	-6.1
20	Cc1cc(Nc2cccc(Cl)c2C)n2ncnc2n1	.	0.9	-5.8	-10.6	-15.1	1.12	3.3	-3.0	2.2
21	Cc1cccc(C)c1NC(=O)CS(=O)CC(=O)NC1CCN(Cc2ccccc2)CC1 (stereo unspecified)	8.3	-0.9[fluorescence artefact?]	-20.0	-19.5	-20.2	.	10.9	2.5	-2.2
22	COc1cc(NC(C)CCCN)c2ncccc2c1Oc1ccccc1 (stereo unspecified)	-8.7	-0.9	-19.6	-1.7	0.0	0.461	42.4[fluorescence artefact?]	0.7	0.7
23	CCc1cccc(NC2c3ccccc3C(=O)N2c2ccc(C)cn2)c1 (stereo unspecified)	-7.3	-3.4	-1.4	-16.6	-21.7	-0.939	-1.8	-14.6	-8.1
24	COC(=O)c1ccccc1S(=O)(=O)N(CCCO)Cc1cc2c(C)ccc(C)c2[nH]c1=O	-2.8	2.3	-5.4	-7.5	-16.0[20 µM]	0.421	-9.8	-9.7	-1.7
25	COc1ccc(-c2ccc(SCC(=O)NCc3ccco3)nn2)cc1	3.5	3.1	-2.1	-16.0	-22.9	-0.643	-0.7	28.7	-5.1
26	CCOC(=O)c1c(C2CC2)csc1NC(=O)COC(=O)c1cnc(Cl)c(Cl)c1	-8.7	7.5	-4.4	-9.2	-12.5	0.481	-18.0	-9.8	-6.6
27	O=C(CC12CC3CC(CC(C3)C1)C2)NCO	-5.3	-8.8	-15.6	-0.8	-39.4	1.09	-6.1[fluorescence artefact?]	-1.5	-13.7
28	CCOC(=O)c1csc(COc2ccccc2Cl)n1	24.2	-2.0	2.8	-11.8	-17.0	0.411	1.6	-9.4	1.6
29	O=C(NC(=S)Nc1ccc(N2CCCCC2)cc1)c1cccs1	-4.7	6.8	-4.7	14.3	-23.0[20 µM]	.	7.0	1.6	-5.3
30	Cc1nnc(NC(=O)c2ccc3c(c2)C(=O)N(CC2CCCO2)C3=O)s1 (stereo unspecified)	5.8	0.8	-5.0	-12.4	17.2[20 µM]	1.15	2.1	-15.3	6.5

# A draw from above in order of molar mass, high to low.
item	compound	Rad51 HR inh	eIF4E 4G PPI	hK5 inh	EBV gp42 inh	Furin inh	KCC2 mod	14-3-3 Bad PPI	p47phox inh	Thrombin inh
25	COc1ccc(-c2ccc(SCC(=O)NCc3ccco3)nn2)cc1	3.5	3.1	-2.1	-16.0	-22.9	-0.643	-0.7	28.7	-5.1
9	CC1CN(C(=O)N2c3ccccc3Sc3ccccc32)CC(C)O1 (stereo unspecified)	23.6	-3.7	-1.8	4.4	-4.2	-0.546	3.2	-5.7	0.1
15	CCSc1ccccc1C(=O)Nc1cc(C)on1	2.5	-2.1[fluorescence artefact?]	2.1	-3.8	-7.3[20 µM]	-1.44	-3.6	-5.0	-2.1

# Following part:
item	compound	Rad51 HR inh	eIF4E 4G PPI	hK5 inh	EBV gp42 inh	Furin inh	KCC2 mod	14-3-3 Bad PPI	p47phox inh	Thrombin inh
31	O=C(c1ccc(F)cc1)C1CCN(C(=O)N2CCOCC2)CC1	-4.1	-10.6	-4.4	-11.3	-28.8	0.873	1.5	-5.5	-0.9
32	CCn1nc(C(=O)OCC(=O)NC(C)C)c2ccccc2c1=O	-17.1	2.2	-8.1	-9.0	-7.5	0.272	0.3	-2.1	-9.3
33	C#CCn1c(=NC(=O)c2ccc(Cl)s2)sc2cccc(OC)c21	2.4	2.1	-2.1	-8.3	-29.2	.	7.6[fluorescence artefact?]	0.5	-3.5
34	CC(NC(=O)C1CCCN(S(=O)(=O)c2cnc[nH]2)C1)c1ccccc1 (stereo unspecified)	1.1	1.6[fluorescence artefact?]	-5.3	-20.5	-26.4	-2.45	-2.8	-5.3	-1.5
35	O=C(c1csc2c1CCCC2)N1CCN(c2ccccc2)CC1	0.8	-3.3	-25.2	0.7	-12.9	-0.638	-12.2	-1.2	-2.5
36	O=C(/C=C/c1ccco1)Nc1ccccn1	.	-1.8	-1.4	-23.6	11.4	1.23	-12.6	-3.4	4.5
37	O=C(c1ccccc1)N(c1ccccc1)C1C=CS(=O)(=O)C1 (stereo unspecified)	.	-5.5	-9.3	-15.2	-27.1	.	-5.0[fluorescence artefact?]	1.3	2.6
38	COC(=O)c1ccccc1NC(=O)Nc1cc(C)cc(C)n1	-6.5	-3.2[fluorescence artefact?]	-11.4	-6.6	-27.4[20 µM]	-0.891	0.7[fluorescence artefact?]	3.0	-7.0
39	Cc1ccc(CNC(=O)/C=C/c2c(Cl)cccc2Cl)cc1	-7.1	4.9	-12.3	-33.0	-10.3	0.99	-5.0	-6.8	1.9
40	COCCn1nnnc1C(c1cccs1)N1CCN(c2nc3ccccc3s2)CC1 (stereo unspecified)	-3.5	-3.2	1.9	-0.5	-9.4	.	-8.8	-2.4	-3.7
41	COc1cc(OC)c(C(=O)Nc2ccc(S(=O)(=O)Nc3ncccn3)cc2)cc1OC	-0.1	9.0	-26.4	1.6	-23.9[20 µM]	0.184	4.0[fluorescence artefact?]	0.2	1.6
42	COc1cc(S(=O)(=O)N2CCCCC2)ccc1NC=O	.	5.2	2.5	-7.2	-14.1[20 µM]	-0.456	-2.6	3.0	-4.6
43	COc1ccc(N2CCN(C(=O)c3ccc(F)cc3)CC2)c([N+](=O)[O-])c1	9.1	0.8	-23.9	-9.8	-25.1	0.646	-3.5	-13.3	-0.5
44	Clc1cccc(Nc2c3c(nc4ncnn24)CCC3)c1	-0.5	5.1	-14.5	-3.4	-5.9	.	2.6	-3.4	-9.7
45	COc1ccc(C(=O)Nc2nc(C)c3cc4c(cc3n2)OCO4)cc1	2.2	-0.1	-1.0	-7.8	-5.7	0.0192	-13.1	-18.6	-0.3
46	COC(=O)c1cn(NC(=O)c2ccncc2)c(=O)c2ccccc12	2.7	2.5	7.3	-7.0	-14.0	0.146	-2.5[fluorescence artefact?]	-8.5	0.3
47	COc1ccc(/C(O)=C/c2nc3ccc(C(=O)NCCc4cccc(C)c4)cc3[nH]c2=O)cc1OC	-72.8	-5.5	-6.2	34.4	-10.4	-0.0698	2.9[fluorescence artefact?]	-34.0	-5.9
48	Cc1cccc(C)c1NC(=O)C(c1cccc([N+](=O)[O-])c1)N(C)C(=O)c1ccccn1 (stereo unspecified)	2.5	-3.1	-4.1	-5.2	-20.8	1.13	-1.2	-7.3	-5.6
49	COC(=O)c1cc(C)sc1NC(=S)N1CCN(CCc2ccccc2)CC1	9.9	0.0	-16.8	-4.1	-25.1	0.258	-4.9	-20.6	0.7
50	O=C(NC1CCCCC1)C1CCN(c2nnnn2-c2ccccc2)CC1	-3.9	2.9	27.6	-13.1	-4.1	0.109	-3.2	-2.0	81.8*
51	CCOc1ccc2cc(C3CC(c4ccco4)=NN3S(C)(=O)=O)c(=O)[nH]c2c1 (stereo unspecified)	-11.0	35.7*	2.8	-16.1	-18.9	0.588	4.5	-36.4	-0.4
52	COC(=O)/C(C#N)=C(/Nc1ccc(F)c(Cl)c1)C(F)(F)F	.	6.8	-5.0	-12.2	-9.6	0.0284	-9.6	2.1	-6.1
53	C=CCn1c(=O)/c(=C/c2ccc(F)cc2)s/c1=C(\C#N)c1nnc2n1CCCCC2	-8.6	-1.8[fluorescence artefact?]	3.5	5.0	8.2	-0.569	10.1	-17.2	4.8
54	Cc1occc1C(=O)NNS(=O)(=O)c1ccc(Cl)cc1	3.0	19.4[fluorescence artefact?]	5.6	-10.4	-33.9	-2.95	6.3	-9.3	0.4
55	CSc1ccc(CN2CCN(CC=C(C)C)C(CCO)C2)cc1 (stereo unspecified)	-10.3	-2.5	-4.1	-0.2	-12.1	0.14	5.9	3.1	-4.0
56	CCN(CCCNC(=O)CCn1c(=O)[nH]c2ccccc2c1=O)c1ccccc1	4.2	2.0	-2.2	-31.6	-29.4	-0.598	4.5	6.5	3.9
57	COc1ccc(CC2(CO)CCN(Cc3ccncc3)CC2)cc1	-3.9	-1.8	-6.3	8.6	-18.5	0.523	-5.8	-3.0	-7.0
